Bioassay records: PubChem, National Center for Advancing Translational Sciences (NCATS)
CBFb RUNX1 block: CBF-beta/RUNX1 interaction disruption; 230,000 tested, under 10 active; Potency, µM (series often up to 59.8 µM), for the others: top-dose activity, negative = inhibition, usual class: inhibitors; AlphaScreen CBFb-His/RUNX1-biotin binding, biochemical; Q01196+Q13951; further: % of control where 0% means no effect
Target sequence (Q01196 whole entry, looked up): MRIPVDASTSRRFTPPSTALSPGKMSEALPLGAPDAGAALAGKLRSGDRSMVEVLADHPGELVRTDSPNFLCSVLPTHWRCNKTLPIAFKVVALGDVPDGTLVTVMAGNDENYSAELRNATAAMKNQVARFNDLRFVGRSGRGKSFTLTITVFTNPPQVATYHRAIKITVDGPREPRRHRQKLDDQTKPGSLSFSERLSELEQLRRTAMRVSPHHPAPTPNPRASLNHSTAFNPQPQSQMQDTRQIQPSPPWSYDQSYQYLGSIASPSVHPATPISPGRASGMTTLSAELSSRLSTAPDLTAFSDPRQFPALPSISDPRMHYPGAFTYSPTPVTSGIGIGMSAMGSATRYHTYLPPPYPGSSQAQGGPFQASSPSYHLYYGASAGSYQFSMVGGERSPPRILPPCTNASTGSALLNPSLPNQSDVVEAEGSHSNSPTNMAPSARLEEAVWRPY
Target sequence (Q13951 whole entry, looked up): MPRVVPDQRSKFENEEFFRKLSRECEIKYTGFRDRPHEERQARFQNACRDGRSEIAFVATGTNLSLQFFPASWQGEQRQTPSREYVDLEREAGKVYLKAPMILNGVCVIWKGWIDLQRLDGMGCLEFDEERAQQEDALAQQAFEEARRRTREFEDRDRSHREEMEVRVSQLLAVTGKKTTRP
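Read-out: AlphaScreen. Format: His-CBF-beta with biotinylated RUNX1 (30 nM each) preincubated 20 min, compound 15 min, Ni-chelate plus streptavidin beads 90 min; room temperature throughout.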
IMPase Li cell: IMPase inhibition in cells with lithium potentiation | CHO-M1 cells, IP1 TR-FRET (IP-One), carbachol + lithium | Potency, µM (doses to about 59.4 µM), without a hit: top-dose activity, negative = IMPase inhibition, hits mostly inhibitors | actives 0.35% (n = 210,000) | AID 1457;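 further: IP1 builds up when IMPase is blocked and the TR-FRET signal falls; potency means the concentration at half of the fitted maximal effect; plate controls were basal vehicle for no effect and high inhibitor control for full effect; nearly all actives have a fitted effect of over 50% in size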
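Steps: plate 2000 CHO-M1 cells per well and culture 16–30 h; add compound and lithium; incubate 30 min, 37C; add d2-IP1 tracer and Eu cryptate anti-IP1 antibody in lysis buffer; read after 10 min at room temperature.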
NPSR antag: antagonists of human neuropeptide S receptor cAMP signaling; Q6W5P4; CHO-NPSR cells, cAMP TR-FRET, antagonist mode; Potency, µM (series often up to 38.3 µM), inactives show at the highest dose activity change, negative = inhibition, most hits filed as inhibitors; actives 1% (n = 220,000); AID 1461; further: potency means the concentration at half of the fitted maximal effect; on the % scale 0 is the no-effect control and ±100 the full control effect; nearly all actives have a fitted effect of over 50% in size; many of its hits are not listed in these tables
aGal spleen mod: inhibits or activates alpha-galactosidase in human spleen homogenate | P06280 | human spleen homogenate, 4MU-alpha-Gal fluorescence, 40 min | Potency, µM (highest dose often 80 µM), inactives show at the highest dose activity change, negative = inhibition, hits mostly inhibitors | actives 0.008% (n = 240,000);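 further: potency means the concentration at half of the fitted maximal effect; 0% = enzyme with vehicle and -100% = no enzyme basal signal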
Target sequence (P06280 32-429 limits assumed): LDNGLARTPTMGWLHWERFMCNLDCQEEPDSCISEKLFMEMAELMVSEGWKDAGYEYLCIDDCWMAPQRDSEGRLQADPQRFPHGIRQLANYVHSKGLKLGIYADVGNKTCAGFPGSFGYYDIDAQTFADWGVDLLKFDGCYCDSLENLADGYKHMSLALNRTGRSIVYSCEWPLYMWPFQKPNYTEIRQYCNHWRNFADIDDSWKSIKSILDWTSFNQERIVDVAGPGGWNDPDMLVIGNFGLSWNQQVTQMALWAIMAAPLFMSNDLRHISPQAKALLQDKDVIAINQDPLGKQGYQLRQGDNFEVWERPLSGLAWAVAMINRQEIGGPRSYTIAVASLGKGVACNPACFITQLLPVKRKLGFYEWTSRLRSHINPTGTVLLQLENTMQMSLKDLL
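Spleen homogenate 1 ug + cpd (titration) + 4-MU-alpha-D-galactopyranoside 1 mM; 37C 40 min; 50 mM citrate/phosphate pH 5.0, 0.01% Tween-20; stop pH 10; fluorescence 365/440; AC50 via Hill.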
KinaseGlo FLuc: Kinase-Glo luciferase inhibition (counter-screen) | AID 1379 | Q27757 | Potency, µM (highest dose often 38.3 µM), without a hit: at the highest dose activity change, negative = inhibition, hits mostly inhibitors | Kinase-Glo luciferase, ATP luminescence, 8 min | actives 0.28% (n = 200,000); further: potency means the concentration at half of the fitted maximal effect; on the % scale 0 is the no-effect control and ±100 the full control effect; nearly all actives have a fitted effect of over 60% in size
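Compounds were added to a substrate mix at pH 7.2 (50 mM imidazole, 10 uM ATP, within the enzyme's linear range), followed by Kinase-Glo detection reagent; luminescence was measured after 8 minutes at ambient temperature.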
Epigenetic reg: derepresses silenced GFP reporter in murine cells | murine LDR cells, GFP reporter derepression, 30 h | Potency, µM (doses to about 53.9 µM), inactives show at the highest dose GFP activation, actives largely listed as activators | actives 0.2% (n = 280,000) | AID 1865; further: potency means the concentration at half of the fitted maximal effect; % of control where 0% means no effect; nearly all actives have a fitted effect of over 60% in size
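In this reporter-derepression format, murine cells bearing a silenced integrated CMV-GFP locus incubate with test compound (30 h, 37 C), then are washed and imaged; fluorescent objects of 20–120 um count as induced cells.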
Lamin A splicing: LMNA splicing modulation. HeLa LMNA splicing GFP/RFP minigene ratio, 48 h. Potency, µM (series often up to 46.1 µM), inactives show top-dose ratio change, negative = inhibition, usual class: inhibitors. actives 0.01% (n = 200,000). AID 1487; active means well fitted inhibition curve with a large enough effect in the signal ratio, with a control signal flat, not every such curve was filed as active; inconclusive means small, poorly fitted or top-dose-only effect, or effect the other way, or a change in a side signal; the % refers to the signal ratio; further: potency means the concentration at half of the fitted maximal effect; on the % scale 0 is the no-effect control and ±100 the full control effect
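Read-out is the ratio of GFP to DsRed2 object intensity, acquired by 488 nm laser-scanning cytometry on HeLa lamin A-EGFP minigene reporter cells. Compound incubation 48 hrs at 37 °C in Opti-MEM with 2% FBS; DMSO 0.5% final.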
An asterisk follows results filed as active; ? = inconclusive; · = no result given; & = joins results of further samples; [ ] = dose if it differs, or a comment. Unless noted, the call rests on the fitted dose curve; in most records, active means well fitted curve in the direction sought with a large enough effect; inconclusive means small, poorly fitted or top-dose-only effect, or another doubt; inactive means no such curve, though single readings can be large; an effect the other way counts as inactive or inconclusive.

Screens in order: IMPase Li cell, Epigenetic reg, CBFb RUNX1 block, KinaseGlo FLuc, Lamin A splicing, NPSR antag, aGal spleen mod
(1) COC(=O)c1ccc(OC(=O)c2ccc(OC)cc2)c(OC)c1
 : 4%, -0.4%, 8%, 1%, -7%[46 µM], 1%, 6%
(2) CCOC(=O)c1c(-c2cccs2)csc1NC(=O)C(C)(C)C
 : 42%[activator][38.3 µM], 1.5%, 0%, -1%, ?, ?, -7%
(3) COc1ccc(C(CCN2CCN(c3ccccc3)CC2)c2c(OC)cc(OC)c3c(-c4ccccc4)cc(=O)oc23)cc1 (stereo not given)
 : ·, 1.0%, -27%&-1%, ·, ·, -13%, 1%&7%
(4) O=C1c2ccccc2N2C(=O)c3ccccc3[C@H]2N1c1ccccc1
 : 15%[38.3 µM], -0.2%, -2%, 1%, -3%, -13%[46.1 µM], -7%
(5) Cc1ccc(-c2c[n+](Cc3cccc(Cl)c3)c3n2CCC3)cc1
 : ·, 0.0%, 12%, ·, ·, -10%, -3%
(6) OCCC1CN(Cc2c(F)cccc2Cl)CCN1C1CCCC1 (stereo not given)
 : 14%, 0.5%, 11%, 1%, ·, -20%, 1%
(7) CCCN1C(=O)CC(C(=O)OC)=C1C
 : 10%[38.3 µM], -1.0%, 2%, 3%, 7%, 5%[46.1 µM], 1%
(8) Cc1cc(=O)[nH]c(SCC(=O)Nc2nnc(CC(C)C)s2)n1
 : 17%[38.3 µM], -2.1%, 2%, 2%, -12%, -6%[46.1 µM], 6%
(9) O=C(O)Cn1c(O)c(C=Nc2ccccc2)sc1=S
 : 28%&39%[38.3 µM], 1.8%&-1.6%, 4%&-1%, -2%&-11%, 7%&3%, -10%&0%[46.1 µM], 5%&4%
(10) COc1cccc(CSc2nnc(-c3ccc(F)cc3)o2)c1
 : 15%[38.3 µM], -1.0%, ?, 5%, -3%, -19%[46.1 µM], -5%
(11) CC(C)Cn1c(N)c(C(=O)COC(=O)c2cccc(F)c2)c(=O)n(C)c1=O
 : 2%, 1.9%, 6%, 1%, ?, -31%, 3%
(12) c1ccc(-c2nc(N3CCNCC3)nc3ccccc23)cc1
 : 25%[38.3 µM], -0.2%, -2%, -1%, 1%, -8%[46.1 µM], 4%
(13) CC(C)n1cnc2c(NCc3ccccc3)nc(NCc3ccccc3)nc21
 : ·, 0.5%, -5%, ·, ·, -29%, 10%
(14) CCOC(=O)C1CCN(C(=O)c2ccccc2NC(=O)c2ccc(Br)cc2)CC1
 : -1%, 0.0%, 24%, 2%, ?, -1%, 1%
(15) CCCCOc1ccc(-c2c(C(=O)Nc3ccccc3)c(C)[nH]c(=S)c2C#N)cc1
 : 8.9µM*, 1.0%, -18%, 5%, 5%[46 µM], 10µM*, -6%
(16) CC1=CC(C)(C)Nc2cc(C)c(C)cc21
 : -4%[38.3 µM], -3.3%, -6%, -3%, ?, -5%[46.1 µM], -5%
(17) Cc1ccc(NC(=O)CSc2nnc(-c3ccco3)o2)cc1
 : -1%, 3.4%, -4%, 4%, ·, 6%, 7%
(18) CCOC(=O)C1=C(CN2CCCCC2)NC(=O)NC1c1cc(C)ccc1C (stereo not given)
 : 22%[38.3 µM], 0.8%&-1.2%, -14%, -2%, -2%[46 µM], 9%[46.1 µM], -2%
(19) CCOC(=O)C1(CCOc2ccccc2)CCN(Cc2ccc3c(c2)OCCO3)CC1
 : 14%, -0.2%, -2%, ·, ·, 18%, -10%
(20) Cc1ccc(S(=O)(=O)Nc2ccc(Cl)cc2C(=O)c2ccccc2)cc1
 : 5%, -1.0%, 1%, 4%, ?, -34%, -2%
(21) O=C1CN(/N=C\c2ccc([N+](=O)[O-])o2)C(=O)N1
 : 4%, 1.1%[16.9 µM], 13%[21.7 µM], 0%[17.1 µM], ?, ·, 4%[29.1 µM]
(22) Cc1ccc(CN=C(N)Nc2nc(C)cc(C)n2)cc1
 : 18%, -3.5%, 3%, 1%, ?, 6%, -2%
(23) Cc1oc(-c2cc3c(cc2Cl)OCO3)nc1CN1CCCC(C(=O)N2CCOCC2)C1 (stereo not given)
 : 4%, -1.1%, 4%, 1%, ?, 12%, 9%
(24) COc1cccc(C(=O)Nc2c3c(nn2-c2cccc(C)c2C)CS(=O)(=O)C3)c1OC
 : 12%, 0.0%, 17%, 1%, -11%, -9%[46.1 µM], 5%
(25) Cn1c(SCC(=O)Nc2ccccc2-c2ccccc2)nnc1-c1ccco1
 : 9%[38.3 µM], 1.5%, -4%, -4%, 1%, -7%[46.1 µM], 7%
(26) CN1CCCN(CC(O)COCc2cccs2)CC1 (stereo not given)
 : 0%, 0.0%, 10%, 5%, -10%, 1%[46.1 µM], -13%
(27) Cc1ccc(CCNC(=O)C2CC(c3cccc(F)c3)=NO2)cc1 (stereo not given)
 : ·, 1.5%, ?, ·, ·, 16%, 2%
(28) CCN(CC)S(=O)(=O)c1cccc(C(=O)N/N=C/c2ccc(O)c(O)c2O)c1
 : 25%, -0.9%, ?, -1%, -6%, -8%, -12%
(29) COc1ccc(/C=C/C(=O)c2ccc(NC3=NCCCS3)cc2)cc1OC
 : 25%, 0.9%, -14%, -2%, ?, -34%, -5%
(30) CCc1cc2c(=O)n(CC(C)C)cnc2s1
 : -2%, -3.5%, 19%, -2%, -3%, 12%, 2%

A draw from above in order of molecular weight, smallest number first.
Screens in order: IMPase Li cell, Epigenetic reg, CBFb RUNX1 block, KinaseGlo FLuc, Lamin A splicing, NPSR antag, aGal spleen mod
(9) O=C(O)Cn1c(O)c(C=Nc2ccccc2)sc1=S
 : 28%&39%[38.3 µM], 1.8%&-1.6%, 4%&-1%, -2%&-11%, 7%&3%, -10%&0%[46.1 µM], 5%&4%
(13) CC(C)n1cnc2c(NCc3ccccc3)nc(NCc3ccccc3)nc21
 : ·, 0.5%, -5%, ·, ·, -29%, 10%
(15) CCCCOc1ccc(-c2c(C(=O)Nc3ccccc3)c(C)[nH]c(=S)c2C#N)cc1
 : 8.9µM*, 1.0%, -18%, 5%, 5%[46 µM], 10µM*, -6%
(3) COc1ccc(C(CCN2CCN(c3ccccc3)CC2)c2c(OC)cc(OC)c3c(-c4ccccc4)cc(=O)oc23)cc1 (stereo not given)
 : ·, 1.0%, -27%&-1%, ·, ·, -13%, 1%&7%

The main list resumes, repeating the 2 entries before the break.
Screens in order: IMPase Li cell, Epigenetic reg, CBFb RUNX1 block, KinaseGlo FLuc, Lamin A splicing, NPSR antag, aGal spleen mod
(29) COc1ccc(/C=C/C(=O)c2ccc(NC3=NCCCS3)cc2)cc1OC
 : 25%, 0.9%, -14%, -2%, ?, -34%, -5%
(30) CCc1cc2c(=O)n(CC(C)C)cnc2s1
 : -2%, -3.5%, 19%, -2%, -3%, 12%, 2%
(31) CCC(=O)N1CCN(c2ccc(OC)cc2[N+](=O)[O-])CC1
 : -1%, -0.9%, 11%, 1%, -6%, -8%[46.1 µM], -2%
(32) Cc1ccc(-c2nnn(Cc3nc4ccccc4s3)n2)cc1
 : 27%[38.3 µM], 0.0%, ?, -4%, -19%, -20%[46.1 µM], 15%
(33) O=C(Nc1ccccc1)c1ccc(-c2ccc(Br)cc2)o1
 : -15%, -1.1%, 10%, -6%, ?, ?, -9%
(34) Cc1noc(C)c1-c1nccc(N(C)Cc2ccco2)n1
 : 8%, ·, ·, ·, -9%, ·, 2%
(35) CCOc1ccc(-n2nc3c(Cl)nnc(C)c3c2C)cc1
 : -3%, 2.1%, 5%, 0%, 8%, 8%, 5%
(36) COC(=O)c1scc(C)c1NC(=O)CC1NCCNC1=O (stereo not given)
 : ·, -0.3%, 3%, ·, ·, 0%, 0%
(37) CC(C)NC(=O)/C(C#N)=C\c1ccc(N(C)C)o1
 : 13%, 3.3%, -3%, -6%, -6%[46 µM], -5%, 1%
(38) CC(=O)c1ccc(Oc2cc(C)nc(-n3nc(C)cc3C)n2)cc1
 : 12%[38.3 µM], 1.9%, 5%, -1%, -1%, ?, 4%
(39) CCSc1nc(C2CC2)cc(-c2ccco2)c1C#N
 : 33%[activator][38.3 µM], -1.0%, 6%, -2%, 5%, 8%[46.1 µM], 3%
(40) CCCCS(=O)(=O)N1CCc2nc(-c3ccccc3)c3c(c2C1)CO[C@@H](C)C3
 : 7%, ·, -8%[13.1 µM], -2%[7.66 µM], 1%[9.22 µM], ·, -9%[17.5 µM]
(41) O=C(Nc1ccc2c(c1)OCCO2)c1cc2sccc2n1Cc1ccc(F)cc1
 : 45%[activator][38.3 µM], 2.1%, -16%, 0%, -7%, ?, -5%
(42) Cc1ccc(C(=O)NNC(=O)CSc2nnc3c(n2)[nH]c2ccc(C)cc23)cc1
 : -9%[38.3 µM], -0.3%, 0%, 0%, 4%, -2%[46.1 µM], 10%
(43) CCN(CC(=O)Nc1ccc(Cl)c(S(=O)(=O)N(C)C)c1)CC(=O)NC(C)C
 : 7%, -6.4%, 8%, 1%, ·, 8%, -3%
(44) Cc1ccccc1-n1cnnc1SCC(=O)N1CCN(c2ccccc2)CC1
 : 20%[38.3 µM], -1.0%, 7%, -6%, -13%, 3%[46.1 µM], -1%
(45) O=C(NCc1ccc(-n2cccc2)cc1)c1cccc(F)c1
 : 4%, 0.0%, 0%, -4%, 6%[9.22 µM], -10%, -7%
(46) O=S(=O)(NCc1ccccc1)c1cccc2cccnc12
 : 19%[38.3 µM], 6.9%, 1%, -2%, 2%, -3%[46.1 µM], -2%
(47) CCOc1ccc(NS(=O)(=O)c2cc(C)c(C)cc2C)cc1
 : -1%, -0.1%, 11%, ·, ·, 23%, -3%
(48) Cc1cc2cc(CNC(=O)c3ccc4c(c3)OCO4)ccc2n1C
 : 2%[38.3 µM], 1.7%, -27%, 0%, 9%, -7%[46.1 µM], 5%
(49) CCCCOc1ccc(NC(=O)Cn2c(=O)ccc3c(C)cc(C)nc32)cc1
 : -1%, -5.0%, 3%, -1%, 2%, -8%[46.1 µM], 4%
(50) C=CCN1C(=O)C(Cc2ccc(OC)cc2)SC1=Nc1ccc(C(=O)O)cc1 (stereo not given)
 : -10%, 1.1%, -4%, 0%, 0%, 1%, -6%
(51) CC(C)N1CCN(C2CSCCSC2)CC1CCO (stereo not given)
 : ·, 1.3%, 4%, ·, ·, 34%, 4%
(52) O=C(OC1CCc2ccccc2C1=O)c1ccccc1O (stereo not given)
 : 35%[38.3 µM], -1.0%, -28%, -12%, 29%, -28%[46.1 µM], -2%
(53) C=CCNc1sc(C(=O)c2ccccc2)c(N)c1C#N
 : -1%[38.3 µM], -1.2%, -8%, 1%, -20%, -12%[46.1 µM], -13%
(54) Nc1ccc(-c2cc(-c3cccc(N)c3)nc(-c3ccccc3)n2)cc1
 : -6%, 4.9%, 21%, 1%, ?, -41%, ?

These rows are one share of the data (hit frequency here may not be typical).
